GALK inhibitor: qHTS Assay for Inhibitors of Human Galactokinase (GALK); Purified GALK, Kinase-Glo residual ATP luminescence; 0.007% of 270,000 active; AID 1868, 2009; P51570; Potency, µM (doses to about 57.5 µM), for inactives: at the top dose activity change, negative = inhibition, hits mostly inhibitors; note: potency is the fitted concentration of half-maximal effect; % is set by controls: 0 for no effect and ±100 for the full control effect
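The enzyme phosphorylates galactose (100 uM) using ATP (35 uM); inhibition is detected as higher residual ATP, quantified by bioluminescence after 1 h reaction at room temperature, pH 8.0.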
FBPA coupling cs: qHTS Assay for Inhibitors of Fructose-1,6-bisphosphate Aldolase from Giardia Lamblia: Coupling assay counterscreen; AID 2472, 2010; coupling enzyme system counterscreen, AmpLite Red fluorescence; 0.67% of 290,000 active; activity change, negative = inhibition, % at 58.2 µM, hits read low; in the data active = activity change below about -30%; note: % is set by controls: 0 for no effect and ±100 for the full control effect
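First, compound is pin-transferred into glyceraldehyde-3-phosphate coupling-enzyme reagent at 57.5 uM final and held 10 min at RT. Next, substrate, coupling system and AmpLite Red are added. After 20 min RT, fluorescence (525/598 nm) is read.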
MBNL1 CUG block: qHTS Assay for Inhibitors of MBNL1-poly(CUG) RNA binding; Potency, µM (doses to about 57.5 µM), without a hit: at the highest dose activity change, negative = inhibition, usual class: inhibitors; AID 2675, 2010; Muscleblind-like protein 1 (Homo sapiens), Q9NR56; 0.036% of 280,000 active; TR-FRET MBNL1-His/biotin-(CUG)12 binding, 665/545 ratio; active = well fitted inhibition curve with a large enough effect in the signal ratio, with a control signal flat, not every such curve was filed as active; inconclusive = small, poorly fitted or top-dose-only effect, or effect the other way, or a change in a side signal; inactive = no such curve, though single readings can be large or run the other way; the % refers to the signal ratio; note: potency is the fitted concentration of half-maximal effect; % is set by controls: 0 for no effect and ±100 for the full control effect
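His-tagged MBNL1 binding to biotinylated (CUG)12 RNA was measured by TR-FRET using terbium anti-His antibody (0.055 ng/ul final) and streptavidin-XL665 (5 nM final). Compounds were titrated 92 nM to 58 uM; 60 min at room temperature.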
KCNH2 3.1 inh: qHTS for Inhibitors of KCHN2 3.1: Mutant qHTS; activity change, % (tested at about 1.8 µM); Potassium voltage-gated channel subfamily H member 2, brain isoform KCNH2 3.1 (human); 0.95% of 340,000 active; AID 720553, 2013; U2OS KCNH2 3.1, thallium flux FluxOr; stronger effect = lower value;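 active = maximum activity change below -70%; inconclusive = maximum activity change from -70% to -50%; inactive = maximum activity change above -50%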;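 note: thallium influx rate constant from kinetic fluorescence after stimulation buffer; % is set by controls: 0 for no effect and ±100 for the full control effect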
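Steps: virus added to U2OS suspension (4 h, RT, dark); medium with 10% FBS added, cells plated, 37 C overnight; FluxOr/Red40 loading buffer 45 min RT; stimulation buffer, 2 min kinetic read; rate constant normalized.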
TRPV1 ag: HTS Assay for Compounds that Act as Agonists of the Vanilloid Receptor 1 | activation, % at 8.33 µM | TRPV1-expressing cells, Fluo-8 calcium influx, agonist mode | 0.19% of 320,000 active | AID 540275, 2011 | Transient receptor potential cation channel subfamily V member 1 (Homo sapiens), Q8NER1; in the data active = activation above about 80%; inconclusive = between about 30% and that limit; note: 0% is about no effect
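TRPV1-expressing cells were cultured overnight at 35.5C and loaded with Fluo-8 calcium dye for 40 to 90 min at room temperature. After a 10 s baseline, compound was added and calcium influx was read kinetically for 3 min (ex 480/em 520 nm).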
AT treatment: qHTS Assay for Identifying a Potential Treatment of Ataxia-Telangiectasia. AID 485349, 2010. […] A-T fibroblasts, KAP-1 phosphorylation AlphaLISA; neocarzinostatin DNA damage 30 min before lysis. 0.19% of 320,000 active. Potency, µM (top dose mostly 57.5 µM), without a hit: at the top dose activation, most hits filed as activators; note: potency is the fitted concentration of half-maximal effect; % of control where 0% means no effect; nearly all actives have a fitted effect of over 45% in size
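ATM-like activity read as KAP-1 phosphorylation via AlphaLISA donor/acceptor antibody pairs after lysis and 6 hr at 25C. Cells were ATM-null patient fibroblasts ([…], hTERT), dosed 60 min, then exposed to the DSB inducer NCS for 30 min.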
MLL CXXC-DNA inh: qHTS Fluorescence Polarization Assay for Inhibitors of MLL CXXC domain - DNA interaction; Histone-lysine N-methyltransferase 2A (Homo sapiens), Q03164; MLL-CXXC / FITC-HOXA9 DNA fluorescence polarization; Potency, µM (highest dose often 115 µM), inactives show at the top dose activity change, negative = inhibition, usual class: inhibitors; 0.037% of 290,000 active; AID 2662, 2010; active = well fitted inhibition curve with a large enough effect in the polarisation, with a control signal flat, not every such curve was filed as active; inconclusive = small, poorly fitted or top-dose-only effect, or effect the other way, or a change in a side signal; inactive = no such curve, though single readings can be large or run the other way; the % refers to the polarisation; note: potency is the fitted concentration of half-maximal effect
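Steps: dispense CXXC domain solution (7 uM) → pin compounds or unlabeled HOX-A9 DNA control → 5 min ambient → add FLSN-HOX-A9 solution (50 nM) → spin → 30 min ambient → fluorescence polarization. Tris pH 7.5/NaCl/DTT/BSA buffer.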
Integrin act MD: qHTS for Activators of Integrin-Mediated Alleviation for Muscular Dystrophy; alpha7betagal myoblasts, beta-gal FDG fluorescence, 48 h; Potency, µM (top dose mostly 38.3 µM), inactives show top-dose activation, most hits filed as activators; 0.064% of 350,000 active;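 note: potency is the fitted concentration of half-maximal effect; 100% = response of the positive control SU9516; nearly all actives have a fitted effect of over 60% in size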
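alpha7betagal+/- myoblasts (passage 13, 250/well) treated 48 h at 37C with compounds at 1:260 dilution of DMSO stock. Lysed, then beta-galactosidase activity read as FDG fluorescence (ex 480/em 540) after 30 min, with pre-read for autofluorescence.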
ASM inhibitor: Inhibitors of Secretory Acid Sphingomyelinase (S-ASM): qHTS. Sphingomyelin phosphodiesterase (Homo sapiens), P17405. placental ASM, HMU-PC fluorogenic substrate, 60 min. Potency, µM (doses to about 57.5 µM), inactives show top-dose activity change, negative = inhibition, hits mostly inhibitors. 0.006% of 340,000 active. AID 504937, 2011; note: potency is the fitted concentration of half-maximal effect
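qHTS format. ASM enzyme prepared from human placenta hydrolyses the fluorogenic substrate HMU-PC0 (9 uM final) over 60 min at 37 °C after a 10 min compound preincubation.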
KCNH2 WT inh: qHTS for Inhibitors of KCHN2 3.1: Wildtype qHTS; 0.37% of 340,000 active; activity change, % at 1.84 µM; U2OS, BacMam KCNH2, thallium flux FluxOr; stronger effect = lower value; Voltage-gated inwardly rectifying potassium channel KCNH2 (Homo sapiens), Q12809;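 active = maximum activity change below -70%; inconclusive = maximum activity change between -70% and -50%; inactive = maximum activity change above -50%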; note: % is set by controls: 0 for no effect and ±100 for the full control effect
Target sequence (Q12809 whole entry, looked up): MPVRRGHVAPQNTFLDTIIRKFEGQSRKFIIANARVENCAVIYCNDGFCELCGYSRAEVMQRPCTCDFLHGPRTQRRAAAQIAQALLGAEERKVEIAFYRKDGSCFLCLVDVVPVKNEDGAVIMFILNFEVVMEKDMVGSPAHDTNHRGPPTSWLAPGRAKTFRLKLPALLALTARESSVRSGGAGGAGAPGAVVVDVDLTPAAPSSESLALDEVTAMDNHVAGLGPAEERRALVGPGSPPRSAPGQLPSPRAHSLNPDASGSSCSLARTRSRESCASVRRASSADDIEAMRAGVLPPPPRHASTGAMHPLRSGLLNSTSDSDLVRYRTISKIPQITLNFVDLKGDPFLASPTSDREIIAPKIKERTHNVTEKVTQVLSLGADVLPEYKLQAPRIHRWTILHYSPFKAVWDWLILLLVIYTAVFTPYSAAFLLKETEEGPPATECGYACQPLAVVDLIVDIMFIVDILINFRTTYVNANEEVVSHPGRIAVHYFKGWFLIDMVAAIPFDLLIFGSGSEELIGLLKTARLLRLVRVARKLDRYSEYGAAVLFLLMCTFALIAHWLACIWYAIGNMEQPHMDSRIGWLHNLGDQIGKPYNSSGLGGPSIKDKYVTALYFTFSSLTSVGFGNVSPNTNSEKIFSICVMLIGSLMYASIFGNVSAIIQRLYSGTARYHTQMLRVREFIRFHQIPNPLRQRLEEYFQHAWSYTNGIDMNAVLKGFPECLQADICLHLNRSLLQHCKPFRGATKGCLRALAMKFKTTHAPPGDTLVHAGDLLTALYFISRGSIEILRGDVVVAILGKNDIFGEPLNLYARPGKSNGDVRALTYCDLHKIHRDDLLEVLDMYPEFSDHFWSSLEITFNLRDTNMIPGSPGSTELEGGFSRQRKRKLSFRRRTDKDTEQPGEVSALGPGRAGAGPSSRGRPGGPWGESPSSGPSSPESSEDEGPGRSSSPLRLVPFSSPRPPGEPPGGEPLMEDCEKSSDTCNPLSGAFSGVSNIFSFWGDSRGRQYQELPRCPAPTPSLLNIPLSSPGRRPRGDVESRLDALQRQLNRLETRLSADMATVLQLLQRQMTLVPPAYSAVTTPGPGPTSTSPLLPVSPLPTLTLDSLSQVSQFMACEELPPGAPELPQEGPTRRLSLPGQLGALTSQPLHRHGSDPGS
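U2OS cells transduced with wild-type KCNH2 virus are loaded with FluxOr dye for 45 min, and thallium flux is measured in kinetic reads before and after stimulation buffer. Rate constants are normalized to DMSO controls.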
Numbers without * were called inactive; i = inactive; u = inconclusive; x = not tested or not shown; [ ] = dose if it differs, or a comment. Unless noted, calls come from the whole dose curve; as a rule, active = well fitted curve in the direction sought with a large enough effect; inconclusive = small, poorly fitted or top-dose-only effect, or another doubt; inactive = no such curve, though single readings can be large; an effect the other way counts as inactive or inconclusive. Not a hit list. Share with any hit: about 2%.

# | compound | GALK inhibitor | AT treatment | ASM inhibitor | Integrin act MD | MLL CXXC-DNA inh | KCNH2 3.1 inh | FBPA coupling cs | TRPV1 ag | MBNL1 CUG block | KCNH2 WT inh
1 | COc1cc2[nH]c(C(=O)N3CCN(c4ccc(F)cc4)CC3)cc2c(OC)c1OC | 3% | -6% | -1% | u | 6% | -9 | 0 | 5 | 6% | -4
2 | CCCc1nc2ccc(NC(C)=O)cc2c(=O)n1Cc1ccccc1Cl | -5% | -4% | -16% | 15% | 15% | 11 | 2 | u | -7% | -7
3 | COc1ccc(NC(=O)C2CC(=O)OC2c2ccccc2)cc1 (stereo not given) | 1% | -1% | 3% | u | -1% | 6 | 2 | -6 | x | 9
4 | CC(C)c1ccc(-n2ccnc2SCC(=O)O)cc1 | -1% | -2% | 0% | 3% | -1% | 1 | 13 | -2 | -4% | -9
5 | Cc1c(C)c2c(C)[nH]nc2oc1=O | 3% | -5% | -1% | -10% | 2% | 6 | 3 | 1 | -8% | 4
6 | Cc1ccc(NS(=O)(=O)c2ccc(CCC(=O)O)cc2)cc1 | -2% | -8% | 6% | -11% | -6% | -3 | 14 | -1 | -10% | 10
7 | Cn1cccc1C(C(=O)NC1CCCCC1)N(C(=O)Cc1cccs1)C1CC1 (stereo not given) | 3% | -5% | -1% | -9% | -2% | -22 | 2 | 16 | -6% | -2
8 | C/C(=N/NC(=O)c1cccs1)c1ccc(NC(=O)COc2ccc(Cl)cc2)cc1 | 2% | 12% | 21% | -14% | 17% | -41 | 5 | 0 | 8% | 20
9 | CC(NS(=O)(=O)c1ccc(OCC(=O)NCc2ccncc2)cc1)c1ccccc1 (stereo not given) | 4% | 3% | 0% | 3% | 7% | 19 | 3 | -1 | -1% | 0
10 | O=C(NC1CCCC1)C(c1ccc(F)cc1)N(C(=O)c1csnn1)C1CC1 (stereo not given) | 5% | 10% | -1% | 0% | -6% | 1 | 2 | -1 | -1% | -13
11 | N#Cc1ccc2c(c1)C[C@]1(c3ccsc3)Oc3c(c(=O)oc4ccc(F)cc34)C2O1 | x | 4%[11.5 µM] | x | x | -13%[23 µM] | x | -8 | i | 6%[11.5 µM] | x
12 | COc1cc(-c2noc(CCCC(=O)Nc3ccc(C(N)=O)cc3)n2)cc(OC)c1OC | 0% | 9% | 0% | 13% | 30%[activator] | -6 | -2 | x | x | 1
13 | CC(=O)N=C1SC2CS(=O)(=O)CC2N1c1ccccc1Cl (stereo not given) | 2% | 3% | 0% | u | 12% | 45 | 3 | -2 | 6% | -16
14 | CN(C)S(=O)(=O)c1cccc(C(=O)OCC(=O)c2c(N)n(C)c(=O)n(C)c2=O)c1 | 0% | 6% | -3% | 51% | -4% | -3 | -3 | -12 | -11% | -4
15 | CN(C)CCNc1nc2sc3c(c2c(=O)n1-c1ccc(F)cc1)CCCCC3 | -2% | -5% | -4% | -25% | 1% | 8 | -1 | 2 | x | 3
16 | COc1ccc2[nH]c(=O)c(CN(Cc3nnnn3CCc3ccccc3)CC3CCCO3)cc2c1 (stereo not given) | 3% | 8% | 23% | 24% | 1% | -9 | 6 | 11 | 12% | 12
17 | COCc1cc(=O)[nH]c(N2CCN(c3ccccc3OC)CC2)n1 | -6% | 8% | 1% | -16% | -4% | 18 | 3 | -5 | -11% | 5
18 | CCC1CCCCN1C(=S)Nc1ccc(C(C)=O)cc1 (stereo not given) | 0% | 7% | -1% | -3% | -1% | 7 | 2 | 0 | -5% | 6
19 | COc1ccc(/C=C/c2cc(C(F)(F)F)[nH]c(=O)n2)cc1OC | 1% | 2% | 171%[activator] | -46%[inhibitor] | -5% | -4 | -2 | u | u | 10
20 | Cc1cnc(NC(=O)CSc2ccccc2)s1 | -3% | 3% | 5% | 7% | 10% | 4 | -2 | 4 | -2% | 1
21 | CCN1C(Nc2ccccc2)=NC[C@@H]1Cc1ccccc1 | x | 9% | 1% | -32% | -5% | -109* | 3 | -2 | 2% | -15
22 | N#Cc1cc(-c2ccc(Cl)cc2)cn(Cc2c(Cl)cccc2Cl)c1=O | 7% | -7% | 212%[activator] | u | 6% | 8 | -1 | x | u | -3
23 | COc1ccc(C)cc1NC(=O)c1cc2cc3ccc(C)cc3nc2o1 | -3% | -2% | x | x | 5% | x | -2 | x | -8% | x
24 | COc1ccc(CNC(=O)Nc2ccc3c(c2)N(C)C(=O)CS3)cc1 | 0% | -1% | -2% | 21% | u | 25 | 0 | -3 | -17% | -22
25 | CC1CCCCN1S(=O)(=O)c1ccc2c(c1)C(C)(C)C(=O)N2C (stereo not given) | x | 12% | -4% | 7% | x | 1 | 0 | -3 | 4% | 7
26 | COC(=O)c1sccc1NC(=O)CSCCc1ccncc1 | 7% | 1% | 1% | u | 2% | -3 | 2 | 4 | 2% | -3
27 | Cc1cc(C)n(S(=O)(=O)c2cccc([N+](=O)[O-])c2)n1 | 0% | 0% | 0% | -4% | 25% | 9 | 0 | 1 | u | -15
28 | Cc1ccsc1CN1CC(=O)N(c2c(C)cccc2C)C1=S | -2% | 3% | 0% | 10% | 7% | 9 | -1 | 29 | 0% | -1
29 | COc1ccc(S(=O)(=O)N(CC(=O)N2CCCCCC2)c2ccccc2OC)cc1 | 8% | 4% | 2% | -20% | 0% | 9 | 2 | 14 | -2% | -18
30 | O=C1NCCN(CC2CCN(CCc3ccc(Cl)c(Cl)c3)CC2)C1=O | x | x | -7% | 35% | x | 9 | x | x | x | 24
31 | O=C(Nc1nonc1NC(=O)c1cccs1)c1cccs1 | -1% | 2% | -6% | -60%[inhibitor] | 0% | -9 | 1 | 3 | -22% | 4
32 | CSc1nc(-c2ccccc2)[nH]c(=S)c1C(C)=O | 1% | -2% | 0% | 20% | -26% | -3 | 0 | 1 | -6% | -11
33 | CCOc1ccc(NC(=O)CN2C(=O)NC(CCc3ccccc3)C2=O)cc1OCC (stereo not given) | x | 32% | 0% | 4% | x | x | x | x | x | 10
34 | NC(=S)NC1CCS(=O)(=O)C1 (stereo not given) | 11% | 0% | 2% | 31% | 8% | 5 | 1 | -1 | 2% | -9
35 | CC1(C)C2CCC1(CS(=O)(=O)NCc1ccc(C(F)(F)F)cc1)C(=O)C2 (stereo not given) | 4% | 5% | -1% | 13% | -6% | 2 | 0 | 25 | -5% | 9
36 | CCOC(=O)C1CCN(S(=O)(=O)c2c(C(=O)N3CCCCC3)c(C)n(C)c2C)CC1 | -2% | 1% | -1% | u | 6% | -4 | -2 | -3 | 4% | -14
37 | Cc1cccc(N2CCN(c3ccc(NC(=O)/C=C(/C(=O)O)c4ccccc4)cc3)CC2)c1 | x | -2% | -4% | 18% | -11% | -9 | -5 | -2 | 2% | -15
38 | Cc1[nH]nc(SCC(=O)NC2CCCC2)c1[N+](=O)[O-] | -1% | -1% | 5% | -15% | -2% | 33 | 3 | 10 | 4% | -7
39 | Cc1ccc(/C=N/N2C(=O)c3ccccc3NC2c2ccc(C)cc2)cc1 (stereo not given) | 1% | 4% | 113%[activator] | 2% | 16% | 0 | -7 | 28 | 1% | -1
40 | CCOC(=O)c1sc(N)c(C#N)c1COC(=O)CNC(=O)c1ccccc1 | 1% | 3% | -4% | 3% | 57%[activator] | -1 | 4 | -1 | 4% | -8
41 | O=C(Nc1ccc2nc(-c3ccc(Br)o3)[nH]c2c1)c1ccco1 | 1% | -5% | 3% | -3% | -10% | 3 | -12 | 1 | -11% | -5
42 | O=C1CN(C(=O)COC(=O)c2cccc(Br)c2)c2ccccc2N1 | x | 10% | -2% | u | x | 22 | x | -2 | x | 0
43 | COc1ccc(N(CC(=O)N2CCN(c3ccccc3)CC2)S(=O)(=O)c2ccc(C)cc2)cc1 | -3% | 17% | -4% | u | -1% | x | x | 2 | -7% | 18
44 | NC(=O)C1CCN(C(=O)c2cnn(-c3ccccc3)c2NC(=O)c2ccco2)CC1 | -1% | x | 4% | 1% | 14% | -12 | 2 | 2 | -5% | 1
45 | COc1ccc(NC(=O)c2cc3ccccc3[nH]2)cc1 | -3% | 2% | -7% | u | 9% | 17 | 0 | -3 | 18% | -8
